Screens as filed in PubChem BioAssay.
CCT chaperon mod: changes cytosolic chaperonin activity; AID 651819; hit rate 0.3% among 360,000; activity change, % (test concentration not listed), hits read low; purified chaperonin ATPase assay, HTRF ADP detection, 30 min; in the data active means activity change below about -30%; further: on the % scale 0 is the no-effect control and ±100 the full control effect
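ATPase activity: ADP formed was measured by HTRF Transcreener (665/615 nm ratio) after 30 min at 37 deg C with 10 uM ATP. Compounds screened at one 76 uM concentration against 40 or 20 nM TRiC in Tris pH 7.4/KCl/MgCl2/DTT buffer.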
MmCpn inh: blocks the Methanococcus maripaludis chaperonin Mm-Cpn; purified Mm-Cpn ATPase, ADP Transcreener TR-FRET; Potency, µM (titrated, usually from 76.9 µM), for inactives: at the top dose activity, negative = inhibition, hits mostly inhibitors; hit rate 0.031% among 330,000; further: potency means the concentration at half of the fitted maximal effect; on the % scale 0 is the no-effect control and ±100 the full control effect; nearly all actives have a fitted effect of over 80% in size
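Quantitative HTS used 25 nM Mm-CPN and 10 uM ATP in magnesium/KCl Tris buffer, pH 7.4, with 1 mM DTT. Hydrolysis ran 30 min at 37°C; ADP was read by HTRF.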
DRD3 agonist: agonists of human D3 dopamine receptor; D3R DiscoveRx beta-arrestin cells, luminescence, 90 min; max activation, %; hit rate 0.58% among 410,000; in the data active means max activation above about 30%; further: 0% is about no effect; mostly tested at two doses, the higher about 12 µM
Target sequence (P35462 whole entry, looked up): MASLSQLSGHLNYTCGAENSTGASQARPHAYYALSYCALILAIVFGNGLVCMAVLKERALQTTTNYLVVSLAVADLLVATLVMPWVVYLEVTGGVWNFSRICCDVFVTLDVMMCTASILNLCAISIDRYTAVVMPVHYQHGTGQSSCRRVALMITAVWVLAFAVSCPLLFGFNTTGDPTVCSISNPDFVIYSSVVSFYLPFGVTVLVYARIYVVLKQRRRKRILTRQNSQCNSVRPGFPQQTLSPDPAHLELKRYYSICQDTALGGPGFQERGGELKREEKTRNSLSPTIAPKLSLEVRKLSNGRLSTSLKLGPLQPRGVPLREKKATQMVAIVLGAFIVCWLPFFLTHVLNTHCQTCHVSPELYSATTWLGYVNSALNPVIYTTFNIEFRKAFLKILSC
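Cells at 1500/well, incubated overnight, then treated with pinned compounds (dopamine as control) for 90 min at 37 degrees C. DiscoveRx reagent added for 30 - 60 minutes at room temperature; luminescence read.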
EPAC2 ag: EPAC2 (human) agonism; Q8WZA2; EPAC2 activation, biochemical qHTS; response scale: 100% = 6.5 mM cAMP response; Potency, µM (top dose mostly 154 µM), for inactives: at the top dose activation, hits mostly activators; hit rate 0.079% among 360,000; AID 720711; further: potency means the concentration at half of the fitted maximal effect; nearly all actives have a fitted effect of over 50% in size
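Guanine nucleotide exchange by EPAC2 is measured as reduced fluorescence of BODIPY-GDP once it is released from 250 nM Rap1B. Plates are read kinetically for 30 min at room temperature; results are scaled to 6.5 mM cAMP.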
Akt phos inh: blocks phosphorylation of Akt. Neuro2A IGF-stimulated pAkt S473 HTRF, 20 min; active compounds read low. activity change, % for hits at 50 µM. hit rate 0.32% among 360,000; in the data active means activity change below about -80%; inconclusive means mostly about -51% to -80%; further: on the % scale 0 is the no-effect control and ±100 the full control effect
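Neuro2A cells (4,500/well, DMEM with 0.5% FBS) were treated with compound at a single 50 µM final concentration, stimulated with 6 nM IGF for 20 min at 37 °C, and lysed. Phospho-Akt Ser473 was read by HTRF as 665/615 ratio ×10^4.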
EPAC2 antagonist: EPAC2 (human) antagonism | Q8WZA2 | EPAC2 GEF exchange of Rap1B-BODIPY-GDP, fluorescence | Potency, µM (titrated, usually from 114 µM), for the others: at the highest dose activity, negative = inhibition, hits mostly inhibitors | hit rate 0.18% among 360,000 | AID 720708; further: potency means the concentration at half of the fitted maximal effect; on the % scale 0 is the no-effect control and ±100 the full control effect; nearly all actives have a fitted effect of over 45% in size; many of its hits are not listed in these tables
DRD3 antagonist: blocks the human D3 dopamine receptor | P35462 | D3R cells, DiscoveRx beta-arrestin luminescence, antagonist mode; active compounds read low | max response, negative = inhibition, % | hit rate 2.5% among 360,000 | AID 652054; in the data active means max response below about -50%; inconclusive means no clear call, values can overlap the other calls; further: on the % scale 0 is the no-effect control and ±100 the full control effect; mostly tested at two doses, the higher about 12 µM
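Cells plated overnight at 1500 cells/well, then exposed to library compounds with dopamine controls for 90 minutes at 37 degrees C. DiscoveRx reagent added for 30–60 minutes at room temperature; luminescence read, quantitative HTS format.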
PTHR1 agonist: activates the human parathyroid hormone receptor PTHR1 | hit rate 0.075% among 410,000 | Potency, µM (doses to about 115 µM), for inactives: top-dose activation, usual class: activators | Q03431 | HEK293 GP2 PTHR1 cells, GloSensor cAMP luminescence, 1 h; further: potency means the concentration at half of the fitted maximal effect; nearly all actives have a fitted effect of over 55% in size; some results filed as inactive show a strong effect at the top dose; inactives centre near -15; many of its hits are not listed in these tables
Target sequence (Q03431 whole entry, looked up): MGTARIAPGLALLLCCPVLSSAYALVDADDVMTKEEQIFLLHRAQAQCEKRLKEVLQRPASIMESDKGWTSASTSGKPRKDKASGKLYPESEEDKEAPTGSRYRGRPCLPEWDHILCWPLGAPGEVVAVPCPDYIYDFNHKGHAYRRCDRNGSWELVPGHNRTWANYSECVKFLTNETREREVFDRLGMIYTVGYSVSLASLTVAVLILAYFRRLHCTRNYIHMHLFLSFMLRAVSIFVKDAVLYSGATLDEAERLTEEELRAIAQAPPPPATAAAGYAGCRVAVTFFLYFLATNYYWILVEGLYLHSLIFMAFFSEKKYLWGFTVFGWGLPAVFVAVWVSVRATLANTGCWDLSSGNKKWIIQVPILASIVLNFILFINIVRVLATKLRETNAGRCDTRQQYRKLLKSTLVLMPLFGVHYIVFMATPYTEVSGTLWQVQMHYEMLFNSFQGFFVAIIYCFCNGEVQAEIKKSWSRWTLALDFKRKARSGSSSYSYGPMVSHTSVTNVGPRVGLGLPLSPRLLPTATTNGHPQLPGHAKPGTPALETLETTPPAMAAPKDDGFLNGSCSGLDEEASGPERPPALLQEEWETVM
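HEK-293-derived GP2 cells expressing PTHR1 and a GloSensor cAMP reporter, 3,000/well, plated overnight, given luciferin plus IBMX (each 0.5 mM as added) for 1 h at 37 °C, then compound for 1 h at 37 °C. Luminescence was read after 15 min at room temperature.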
* marks the source's active call; other numbers are inactive results; i = inactive; ? = inconclusive; nt = no result given; [ ] = another dose, or the depositor's remark. Unless noted, the call rests on the fitted dose curve; in most records, active means well fitted curve in the direction sought with a large enough effect; inconclusive means small, poorly fitted or top-dose-only effect, or another doubt; inactive means no such curve, though single readings can be large; an effect the other way counts as inactive or inconclusive. An excerpt; rates above refer to the full screens.

no.	Molecule	EPAC2 antagonist	PTHR1 agonist	MmCpn inh	Akt phos inh	CCT chaperon mod	DRD3 antagonist	EPAC2 ag	DRD3 agonist
1	CN1C(=O)/C(=C2\SC(N)=NC2=O)c2ccccc21	14%	-4%	0%	i	4.5	16	-2%	3
2	CC1CCCN(C(c2ccccc2)c2sc3ncnn3c2O)C1 (stereo not drawn)	-1%	-28%	2%	i	-0.4	7	16%	-2
3	N#CCC(=O)Nc1ccc(C(=O)NNC(=S)NC2CCCCC2)cc1	18%	0%	1%	i	-3.2	?	11%	-4
4	CCCn1c(SCC(N)=O)nnc1-c1ccco1	2%	i	1%	i	-2.6	12	4%	1
5	c1csc(CNc2nc(-c3cccs3)nc3ccccc23)c1	-6%	-3%	-17%	i	-1.1	5	16%	1
6	CCOc1ccc(NC(=O)C2CC(=O)N(CCc3ccccc3)C2)cc1OC (stereo not drawn)	14%	i	0%	i	-2.5	9	-2%	-6
7	CCCn1c2ccccc2c2cnn(CC(=O)N3CCN(C4CCCCC4)CC3)c(=O)c21	-7%	-20%	-5%	i	-2.9	6	-6%	0
8	COC(=O)C1=C(C)N=c2s/c(=C/c3cccs3)c(=O)n2C1c1ccc(F)cc1 (stereo not drawn)	16%	i	0%	i	-2.6	12	3%	13
9	Cc1ccc(C)c(C(Nc2ccccc2)c2ccc3ccc(C)nc3c2O)c1 (stereo not drawn)	-11%	-26%	nt	i	nt	-22	4%	-2
10	Cc1ccc(C(O)(c2ccccc2)c2ccccc2C(C)N(C)C)c(C)c1 (stereo not drawn)	-8%	-29%	-1%	i	-0.6	-5	5%	-1
11	CCOC(=O)c1ccc(N2C(=O)CC(N3CCOCC3)C2=O)cc1 (stereo not drawn)	5%	-13%[57.5 µM]	-2%	i	0.2	-16	-4%	-2
12	COc1cc(CN2CCC(Oc3cc(C(=O)NC4CC4)ccc3OC)CC2)cc(OC)c1	7%	-44%[inhibitor]	1%	i	2.1	9	2%	-13
13	Cc1cc2nc3n(c2cc1C)CC1CC(C(=O)NCc2cccc(C(F)(F)F)c2)N(C)C31 (stereo not drawn)	-2%	i	2%	i	0.0	32	2%	2
14	CCOc1ccc(Nc2nc(Nc3ccc(O)cc3)nc(C)c2[N+](=O)[O-])cc1	4%	-21%	4%	i	-1.2	14	13%	12
15	Cc1ccc(CN2C(=O)c3ccccc3NC2c2cc(Br)ccc2O)cc1 (stereo not drawn)	-3%	-28%	-5%	i	1.7	2	13%	-11
16	NC(=O)c1cnn2c(C(F)(F)F)cc(-c3ccc(F)cc3)nc12	-1%[57.1 µM]	i	1%	i	0.5	-26	1%	0
17	O=C(CCS(=O)(=O)Cc1ccccc1)NCc1ccco1	-3%	i	3%	i	-2.0	-14	12%	-7
18	CC(C)(C)NC(=O)C(c1ccc(Cl)cc1)N(Cc1ccco1)C(=O)CCl (stereo not drawn)	-18%	-10%	1%	i	-2.9	28	1%	3
19	C=COC(=O)CSc1snc(SCC(=O)OC)c1C#N	0%	?	1%	i	-2.6	-11	-4%	2
20	Cc1cc(C)nc(N2CCC(C(=O)NCCc3ccc(F)cc3)CC2)n1	-3%	i	1%	i	-2.9	-9	13%	-4
21	COc1ccccc1NS(=O)(=O)c1ccc(C)c(C(=O)NCc2cccnc2)c1	7%	i	0%	i	1.3	-14	4%	-2
22	O=C(/C=C/c1cccc([N+](=O)[O-])c1)Nc1cccc(NC(=O)c2ccco2)c1	?	-41%[inhibitor]	3%	i	1.7	43	0%	5
23	CCn1c(CSc2nc3ccccc3n2C)nc2ccccc21	-1%	i	-1%	i	-1.6	-21	6%	-1
24	CC(C)(C)c1ccc(C(=O)N2CCOC23CCCCC3)cc1	-7%	-2%	nt	nt	-0.5	16	2%	-7
25	Cc1ccc(S(=O)(=O)NCC(=O)OCc2csc(CC(=O)Nc3ccccc3C)n2)cc1C	3%	-20%	nt	i	-3.0	-27	5%	-5
26	COc1ccc(-c2c(NC(=O)c3ccco3)oc3c(C)cccc3c2=O)cc1OC	-15%	-16%	2%	i	0.4	33	-4%	6
27	C=C(C)Cn1c(CCCNC(=O)CC)nc2ccccc21	11%	-3%[57.5 µM]	0%	nt	1.3	18	4%	4
28	Cc1cc(=O)oc2c3c(cc(OCC(=O)NCCCn4ccnc4)c12)OC(C)(C)CC3	-12%	i	-4%	i	-1.3	7	1%	6
29	O=C(NNc1cc(Cl)ccc1Cl)c1cccnc1Cl	3%	i	0%	i	2.6	4	-12%	1
30	CC(C)c1ccc(NC(=O)c2ccc(-c3ccnn3C)c3ccoc23)cc1	-16%	i	nt	i	1.9	107	-2%	8

Reformatted: entries from further up.
#16 NC(=O)c1cnn2c(C(F)(F)F)cc(-c3ccc(F)cc3)nc12
#17 O=C(CCS(=O)(=O)Cc1ccccc1)NCc1ccco1
#18 CC(C)(C)NC(=O)C(c1ccc(Cl)cc1)N(Cc1ccco1)C(=O)CCl (stereo not drawn)
#19 C=COC(=O)CSc1snc(SCC(=O)OC)c1C#N
#20 Cc1cc(C)nc(N2CCC(C(=O)NCCc3ccc(F)cc3)CC2)n1
#21 COc1ccccc1NS(=O)(=O)c1ccc(C)c(C(=O)NCc2cccnc2)c1
#22 O=C(/C=C/c1cccc([N+](=O)[O-])c1)Nc1cccc(NC(=O)c2ccco2)c1
#23 CCn1c(CSc2nc3ccccc3n2C)nc2ccccc21
Screen / compound no.	16	17	18	19	20	21	22	23
EPAC2 antagonist	-1%[57.1 µM]	-3%	-18%	0%	-3%	7%	?	-1%
PTHR1 agonist	i	i	-10%	?	i	i	-41%[inhibitor]	i
MmCpn inh	1%	3%	1%	1%	1%	0%	3%	-1%
Akt phos inh	i	i	i	i	i	i	i	i
CCT chaperon mod	0.5	-2.0	-2.9	-2.6	-2.9	1.3	1.7	-1.6
DRD3 antagonist	-26	-14	28	-11	-9	-14	43	-21
EPAC2 ag	1%	12%	1%	-4%	13%	4%	0%	6%
DRD3 agonist	0	-7	3	2	-4	-2	5	-1

(continued)
no.	Molecule	EPAC2 antagonist	PTHR1 agonist	MmCpn inh	Akt phos inh	CCT chaperon mod	DRD3 antagonist	EPAC2 ag	DRD3 agonist
31	CN(Cc1ccon1)C(=O)CC1C(=O)NCCN1CC(C)(C)C (stereo not drawn)	17%	i	-2%	i	-0.9	16	6%	9
32	O=C(CN1CCN(S(=O)(=O)c2ccc(C(F)(F)F)cc2)CC1)N1CCNC1=O	-14%	?	3%	i	-1.4	0	10%	-3
33	Cc1ccc(-c2ccc(CN3C(C)C(=O)N(Cc4cn(CCC5OCCCO5)nn4)CCS3(=O)=O)cc2)cc1 (stereo not drawn)	-1%	-33%[inhibitor]	nt	i	0.2	0	10%	-1
34	Cc1cc(S(=O)(=O)Nc2ccc(C(=O)NCCN3CCOCC3)cc2)ccc1F	-2%	-14%	nt	i	0.9	-23	16%	3
35	O=C(Nc1ccccc1)NC1CCN(Cc2nnnn2C2CCCCC2)CC1	-2%	i	0%	i	-17	-70*	4%	-3
36	Cc1ccc(NC(=O)c2nc[nH]c2C(=O)NC2CCN(C(=O)OC(C)(C)C)CC2)cc1	-28%	3%	1%	i	0.1	-8	-16%	-16
37	Cc1ccc2nc(N3CCN(C)CC3)c(C#N)cc2c1	23%	i	-4%	i	-2.2	?	25%	-15
38	C=CCNc1nnc(Cc2ccc(F)cc2)c(=O)[nH]1	6%	i	1%	i	0.9	5	-5%	0
39	Cc1c(N2C(=O)CSC2c2ccc([N+](=O)[O-])cc2)c(=O)n(-c2ccccc2)n1C (stereo not drawn)	2%	i	0%	i	0.6	0	0%	16
40	O=C(COc1ccc(Cl)cc1)Nc1ccccc1Cl	-2%	-18%	0%	i	-2.9	9	7%	-1
41	CC1(C)COC2(OC1)C(=O)N(CN1CCOCC1)c1ccccc12	6%	i	2%	i	0.0	4	-7%	2
42	CC1=C/C(=N\NC(=O)c2ccccc2)CC1	-3%	i	-1%	i	1.4	-5	0%	-4
43	COc1ccccc1C(=O)NCC(=O)N1CCN(S(=O)(=O)c2ccc3c(c2)OCCO3)CC1	3%	-20%	2%	i	-2.9	7	8%	5
44	O=C(O)c1cc(-c2ccncc2)nc2ccc(S(=O)(=O)N3CCOCC3)cc12	-12%	15%	-1%	i	-0.5	8	6%	4
45	CCC(CO)(CO)N(CC(=O)Nc1ccc(OC)cc1)CC(=O)Nc1ccc(OC)cc1	4%	i	-1%	i	2.6	3	7%	2
46	O=C(Nc1ccccc1)c1ccccc1N=Cc1ccccc1O	1%	-11%	-2%	i	-1.3	-14	10%	1
47	CC(C)C(NS(=O)(=O)c1ccccc1F)C(=O)OCC(=O)NCc1ccco1 (stereo not drawn)	-2%	-1%	2%	i	-0.7	-19	-4%	1
48	S=C(c1ccc(-c2ccc(Cl)cc2)o1)N1CCCCC1	12%	-35%[inhibitor]	-3%	i	0.4	-1	10%	-26
49	C=CCn1c(=S)[nH]c2cc(C(=O)Nc3ccc(F)cc3)ccc2c1=O	-5%	-22%	-4%	i	0.6	2	3%	47*
50	CC(=O)N/C(=C\c1ccccc1)C(=O)OCC(=O)NC(=O)c1ccccc1	3%	i	0%	i	-1.4	0	3%	0
51	C=CCO/N=C/C1=C(O)C(C(=O)OC)C(C)(C)CC1=O (stereo not drawn)	5%	i	-3%	i	3.7	-13	9%	13
